Screening data deposited in PubChem by National Center for Advancing Translational Sciences (NCATS).
BRCA1 expr act – qHTS Assay to Identify Small Molecule Activators of BRCA1 Expression; 1.1% of 380,000 active; MCF7-BRCA1-FFLuc reporter, luminescence, 48 h; response scale: scaled: vehicle 0%, 10 µM genistein 100%; Potency, µM (doses to about 46.1 µM), inactives show top-dose activation, most hits filed as activators; active means well fitted activation curve with a large enough effect; inconclusive means small, poorly fitted or top-dose-only effect; inactive means no such curve, though single readings can be large or run the other way; further: nearly all actives have a fitted effect of over 80% in size; some results filed as inactive show a strong effect at the top dose
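Using MCF7 cells harboring a BRCA1 firefly luciferase reporter, plated 2 h before compound pinning, the screen measured luminescence after 48 h incubation. Responses were normalized to DMSO and 10 microM genistein, then fitted for concentration-effect.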
uPA generation – qHTS for Inhibitors of Cell Surface uPA Generation. cell surface uPA generation assay, qHTS. Potency, µM (highest dose often 38.3 µM), inactives show at the highest dose activity change, negative = inhibition, actives largely listed as inhibitors. 0.31% of 330,000 active. AID 540303, 2011; active means well fitted inhibition curve with a large enough effect; inconclusive means small, poorly fitted or top-dose-only effect; inactive means no such curve, though single readings can be large or run the other way; tested in mouse RAW 264.7 cells; further: on the % scale 0 is the no-effect control and ±100 the full control effect; nearly all actives have a fitted effect of over 55% in size
The depositor's hits bear a star; ? = inconclusive; [ ] = another dose, or the depositor's remark. Potency means the concentration at half of the fitted maximal effect. An excerpt, so the mix of outcomes need not match the whole.

SMILES	BRCA1 expr act	uPA generation
COc1cc(S(=O)(=O)N2CCOCC2)c(OC)c(S(=O)(=O)N2CCOCC2)c1	-5.2%	14.2%
O=C1C=C(NCCc2cc(Br)c(O)c(Br)c2)C(=O)c2ncccc21	-95.4%	-12.1%
Cc1cc2ccccc2cc1C(=O)c1ccccc1	-2.3%	-0.7%
C=CCN1C(=O)c2ccc(C(=O)NCCc3ccc(F)cc3)cc2C1=O	0.3%	-3.8%
Cc1ccc(CN2C(=O)[C@H]3Cc4c([nH]c5ccccc45)C(C)(C)N3C2=O)cc1	-58.8%	-29.8%
COc1c(S(=O)(=O)N2CCCCC2)ccc2c(S(=O)(=O)N3CCCCC3)cccc12	-1.4%	2.0%
CCC(Sc1ncccc1Nc1ccccn1)C(=O)O (stereo not drawn)	2.7%	11.6%
CCN1CCN(S(=O)(=O)c2ccc(Cl)c(C(=O)N(CC(C)C)C3CCS(=O)(=O)C3)c2)CC1 (stereo not drawn)	-27.0%	-5.9%
O=S(=O)(NCCCc1ccccc1)c1ccc(Br)cc1	7.5%	7.3%
O=C1CCn2c1c(O)c1ccccc1c2=O	-10.2%	0.8%
OC(c1ccccc1)C(O)C(c1ccccc1)N1CCCCC1 (stereo not drawn)	-2.1%	5.3%
O=C(NCC1CCCCC1)NCC1CCCCC1	28.0%	-1.0%
Cc1c(NC(=S)NC(=O)c2ccccc2)c(=O)n(-c2ccccc2)n1C	-6.2%	7.0%
COCOc1ccc(C=O)c(O)c1	55.3%	-19.1%
CCOC(=O)N1C2=NC(C(=O)OC)=C(C(=O)OC)[C@@H]3N(C)c4ccc(OC)cc4[C@]23C[C@H]1C(=O)OC	-9.3%	?
O=[N+]([O-])c1ccccc1N(S(=O)(=O)c1ccccc1)S(=O)(=O)c1ccccc1	-28.2%	-8.7%
CC(=O)Oc1ccc(N(C(C)=O)S(=O)(=O)c2ccc(C)cc2)c2ccccc12	-84.8%	-29.0%
CC1CCN(C(=O)Cn2cc(S(=O)(=O)CC(=O)N3CCOCC3)c3ccccc32)CC1	-1.7%	3.0%
C#CCSc1nnc(C)c(C)n1	-11.4%	-1.3%
COc1ccccc1CN1CCN(S(=O)(=O)c2ccc(C)cc2)CC1	-9.8%	-11.3%
Cc1nc2ccc(N)nc2nc1C	-20.9%	-0.2%
C=C1c2nc3ccccc3n2C=C(c2ccc(C)cc2)N1c1ccccc1	-80.9%	-9.2%
Nc1ccn(C2OC(COC(=O)C34CC5CC(CC(C5)C3)C4)C(O)C2O)c(=O)n1 (stereo not drawn)	-17.3%	-9.1%
O=C1c2ccccc2C(=O)c2c(/C=C/N3CCCCC3)ccnc21	-86.7%	-1.6%
CCOC(=O)C(C)Sc1snnc1C (stereo not drawn)	0.6%	4.9%
CSc1sc(C(=O)O)c2c1C(=O)CC(C)(C)C2	8.8%	16.2%
NC(=O)C1CCN(C(=O)C2CCC(=O)N(Cc3ccc(Cl)cc3)C2)CC1 (stereo not drawn)	-0.8%	6.9%
CN(C(=O)c1cccc(NC(=O)Cc2ccc(NC(=O)C3CCN(C(=O)C4CCC4)CC3)cc2)c1)C1CCCC1	-9.0%	9.0%
Cn1c(-c2ccccc2Br)n[nH]c1=S	4.4%	-4.7%
C=CCn1c(SCC(=O)NCC(c2ccccc2)N(C)C)nc2sc3c(c2c1=O)CCC3 (stereo not drawn)	0.3%	-0.2%
O=S(=O)(NCCc1ccc(F)cc1)c1cc(C(F)(F)F)ccc1Br	-3.9%	3.3%
CC(=O)Oc1ccc(C2=Cc3ccc(OC(C)=O)cc3OC2C)cc1 (stereo not drawn)	-15.1%	-12.4%
COc1ccc(NC(=S)Nc2ccc(F)cc2)c(OC)c1	-14.4%	-7.2%
CCN(CC(=O)Nc1ccc(NC(C)=O)cc1)C(=O)c1cccc(N2C(=O)c3ccccc3C2=O)c1	-1.8%	0.3%
CCOC(=O)c1ccc[n+]([O-])c1	-6.2%	2.1%
CCO[C@@H]1OC(C(=O)NCc2nc3ccccc3[nH]2)=C[C@H](c2coc3ccccc3c2=O)[C@H]1CCCO	-6.6%	12.1%
CCCCOc1ccc(SCCCN2CCOCC2)cc1	-5.3%	11.4%
COC(=O)CC(CC(=O)OC)n1cccc1	0.7%	-7.1%
COc1ccccc1CC(=O)N1CCN(c2ccc(F)cc2)CC1	-11.0%	0.8%
Cc1cccc(C(=O)NC(C)C2CC3CCC2C3)c1 (stereo not drawn)	0.0%	3.4%
CCCCCCCCNS(=O)(=O)CCNC1CC1	-1.6%	15.8%
O=C(N/N=C/c1ccc(Cl)c([N+](=O)[O-])c1)c1ccc2c(c1)OCCO2	2.7%	-1.0%
Cc1cc(C)c(CC(=O)c2ccccc2)c(C)c1	-2.2%	-2.7%
CC(C)C1(C2CCCC2)NC(=O)NC1=O (stereo not drawn)	-6.8%	1.5%
CN(CC(=O)Nc1ccccc1Cl)C(=O)c1cc2c(s1)CCCCC2	-22.9%	6.3%
CC(C)(C)OC(=O)N(Cc1ccccc1)Cc1ccccc1OCc1cccc(NC(=O)C2CCC2)c1	-31.2%	?
O=C1C(=O)N(c2ccccc2)C(c2ccccc2)C1c1ccccc1 (stereo not drawn)	-27.4%	4.6%
COc1cc2c(cc1OC)C(C)N(CCc1ccc(Cl)cc1)CC2 (stereo not drawn)	-58.2%	1.2%
CCOC(=O)/C=c1/s/c(=C/c2ccccc2OC)c(=O)n1CC(=O)N1CCOCC1	-19.8%	-0.7%
COc1ccc(CNC(=O)c2ccc(N3CCC4(CC3)CC(c3ccc(Cl)cc3)=NO4)c(NC(=O)c3ccccc3)c2)cc1	-4.7%	2.5%
O=c1ccn([C@@H]2O[C@H](CNS(=O)(=O)c3csc(-c4ccno4)c3)[C@@H](O)[C@H]2O)c(=O)[nH]1	-1.7%	9.7%
Cc1ccc(C(=O)Nc2nc3ccc(Cl)cc3s2)o1	0.891µM*	-2.0%
O=C(O)CC1CCC1CC(=O)O (stereo not drawn)	-1.3%	1.2%
COc1ccc(N2CCN(C(=O)C(Cc3ccccc3)NC(=O)c3ccccc3)CC2)cc1 (stereo not drawn)	0.0%	1.5%
CCN(CC(=O)Nc1ccc(NC(C)=O)cc1)C(=O)c1cc([N+](=O)[O-])ccc1Sc1ccc(Cl)cc1	-9.2%	-9.7%
CN1C(=O)c2cccc3c(Br)ccc(c23)C1=O	25.6%	-1.3%
O=C(NNc1ccc([N+](=O)[O-])cn1)Nc1ccc(N=Nc2ccccc2)cc1	-17.0%	6.4%
CN(CCc1ccccc1)C(=O)c1cccc(NC(=O)Cc2cccc(NC(=O)C3CCCN(C(=O)C4CC4)C3)c2)c1 (stereo not drawn)	6.6%	22.1%
COc1ccc([N+](=O)[O-])cc1C(=O)NC1CCN(Cc2ccccc2)CC1	-19.7%	5.6%
COC(C[C@@H]1O[C@@H]1C(=O)[C@@H](C)OCc1ccccc1)OC	7.4%	4.2%
The list continues:
SMILES	BRCA1 expr act	uPA generation
COc1ccc(S(=O)(=O)N2CCOCC2)cc1NC(=O)c1ccc(S(=O)(=O)N(C)c2ccccc2OC)cc1	-14.8%	-0.7%
CC(C)n1c(=O)[nH]c(=O)n1C(C)C	-21.6%	-1.0%
COc1ccc(C(=O)C2CC2)cc1	-19.5%	-0.8%
CC(C)C(=O)NCCc1nc(-c2ccccc2)no1	20.8%	?
O=C1C(=NO)C(c2ccccc2)Oc2ccccc21 (stereo not drawn)	-17.3%	-0.6%
Cc1cc(C(=O)Cn2cnc3ccc(Cl)cc3c2=O)c(C)n1C1CC1	0.0%	0.5%
NCC1CCN(c2nc3ccccc3c3c2CCCC3)CC1	-93.1%[inhibitor]	8.6%
CCCCN(Cc1ccc(C(=O)N[C@H](C(=O)O)C(C)C)cc1)C(=O)C(c1ccccc1)c1ccccc1	26.5%	-3.7%
Cc1cc(NC(=O)CCC(=O)N(CC2CCCO2)C(C(=O)NC2CCCC2)c2ccccc2C)no1 (stereo not drawn)	-14.8%	-6.3%
Cc1cccc(C(=O)NNC(=O)c2ccco2)c1O	95.2%	-0.4%
O=[N+]([O-])c1cc(-c2ccccc2)cc([N+](=O)[O-])c1O	-67.5%	1.2%
COc1ccc(C2/C(=C(/O)c3ccc4c(c3)CC(C)O4)C(=O)C(=O)N2CCCn2ccnc2)cc1OC (stereo not drawn)	-12.2%	-2.9%
O=C(NCc1cccs1)c1cc(-c2ccccc2)nn1CC1CC(c2cccnc2)=NO1 (stereo not drawn)	-12.0%	4.9%
CS(=O)(=O)N1c2ccccc2[C@@]2(Br)C[C@H]3C(=O)N[C@@H](Cc4ccccc4)C(=O)N3[C@@H]12	-6.3%	3.0%
COc1cc(-c2cc(O)c(-c3ccc4ccccc4n3)c(=O)[nH]2)cc(OC)c1OC	-70.7%	-6.2%
CC(C)=CCc1c(-c2ccc(O)cc2O)oc2c3c(cc(O)c2c1=O)OC(C)(C)C=C3	-63.0%	14.9%
CN(Cc1ccccc1)C(=O)c1cccc(NC(=O)Cc2cccc(NC(=O)C3CCN(C(=O)C4CCC4)CC3)c2)c1	10.2%	19.4%
O=C(O)CC1(CC(=O)Nc2ccccc2Br)CCCC1	-5.4%	1.4%
COC1Cc2ccccc2N(C(N)=O)c2ccccc21 (stereo not drawn)	-14.9%	-5.5%
C/C=C(\C)C(=O)OC1[C@H](OC(C)=O)C2(CO)C(CC1(C)C)C1=CCC3C4(C)CCC(O[C@@H]5O[C@H](C(=O)O)[C@@H](O[C@@H]6O[C@H](CO)[C@@H](O)[C@H](O)[C@H]6O)[C@H](O)[C@H]5O[C@H]5O[C@H](CO)[C@@H](O)[C@H](O)[C@H]5O)[C@](C)(CO)C4CCC3(C)[C@]1(C)C[C@H]2O (stereo partly drawn)	-86.1%	?
CC(=O)c1nn(-c2cccc(C)c2)cc1C(=O)c1cccc(Br)c1	-6.1%	1.9%
O=C(COC(=O)c1cc(=O)[nH]c2ccccc12)Nc1nc(-c2ccc(F)cc2)cs1	72.2%	-2.7%
CCc1cccc(CC)c1C(OC(C)=O)c1cccnc1 (stereo not drawn)	-20.4%	-7.2%
O=C(Nc1ccc2c(c1)CCC2)c1cccc(OC(F)F)c1	2.82µM*	?
O=C(O)C(F)=C1c2ccccc2-c2ccccc21	-48.1%	1.0%
CN1C[C@@H]2[C@@H]3C(=O)N(Cc4ccccc4)C(=O)[C@@H]3[C@](C)(C1=O)N2C(=O)c1ccccc1	-3.5%	3.6%
CCN1C(=N)N(c2ccccc2)C(=O)C(CC)(CC)C1=O	-3.3%	4.5%

18 entries from above, ordered by heavy-atom count, falling:
SMILES	BRCA1 expr act	uPA generation
CN(Cc1ccccc1)C(=O)c1cccc(NC(=O)Cc2cccc(NC(=O)C3CCN(C(=O)C4CCC4)CC3)c2)c1	10.2%	19.4%
CC(C)(C)OC(=O)N(Cc1ccccc1)Cc1ccccc1OCc1cccc(NC(=O)C2CCC2)c1	-31.2%	?
CCOC(=O)N1C2=NC(C(=O)OC)=C(C(=O)OC)[C@@H]3N(C)c4ccc(OC)cc4[C@]23C[C@H]1C(=O)OC	-9.3%	?
C=CCn1c(SCC(=O)NCC(c2ccccc2)N(C)C)nc2sc3c(c2c1=O)CCC3 (stereo not drawn)	0.3%	-0.2%
CN1C[C@@H]2[C@@H]3C(=O)N(Cc4ccccc4)C(=O)[C@@H]3[C@](C)(C1=O)N2C(=O)c1ccccc1	-3.5%	3.6%
O=c1ccn([C@@H]2O[C@H](CNS(=O)(=O)c3csc(-c4ccno4)c3)[C@@H](O)[C@H]2O)c(=O)[nH]1	-1.7%	9.7%
COc1ccc([N+](=O)[O-])cc1C(=O)NC1CCN(Cc2ccccc2)CC1	-19.7%	5.6%
Cc1c(NC(=S)NC(=O)c2ccccc2)c(=O)n(-c2ccccc2)n1C	-6.2%	7.0%
CC(=O)Oc1ccc(C2=Cc3ccc(OC(C)=O)cc3OC2C)cc1 (stereo not drawn)	-15.1%	-12.4%
O=C1C=C(NCCc2cc(Br)c(O)c(Br)c2)C(=O)c2ncccc21	-95.4%	-12.1%
COC(C[C@@H]1O[C@@H]1C(=O)[C@@H](C)OCc1ccccc1)OC	7.4%	4.2%
COC1Cc2ccccc2N(C(N)=O)c2ccccc21 (stereo not drawn)	-14.9%	-5.5%
CC(C)C(=O)NCCc1nc(-c2ccccc2)no1	20.8%	?
CCCCCCCCNS(=O)(=O)CCNC1CC1	-1.6%	15.8%
CSc1sc(C(=O)O)c2c1C(=O)CC(C)(C)C2	8.8%	16.2%
Cn1c(-c2ccccc2Br)n[nH]c1=S	4.4%	-4.7%
COCOc1ccc(C=O)c(O)c1	55.3%	-19.1%
CCOC(=O)c1ccc[n+]([O-])c1	-6.2%	2.1%

2 entries drawn at random from those above, as already listed:
SMILES	BRCA1 expr act	uPA generation
CCN1C(=N)N(c2ccccc2)C(=O)C(CC)(CC)C1=O	-3.3%	4.5%
CN1C[C@@H]2[C@@H]3C(=O)N(Cc4ccccc4)C(=O)[C@@H]3[C@](C)(C1=O)N2C(=O)c1ccccc1	-3.5%	3.6%
